# Bioassay records as filed in PubChem BioAssay.
# GPR55 antagonists – GPR55 antagonists blocking LPI-driven arrestin recruitment, primary screen, imaging, U2OS, beta-arrestin-GFP, LPI agonist (AID 2013); U2OS GPR55 beta-arrestin-GFP translocation imaging, LPI antagonism; higher % means a stronger effect; inhibition, % at 10 µM; hits with a dose series show IC50 in µM; 290,000 compounds, 0.13% hits;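 active means spots per cell inhibited over 60%, with over 100 cells counted and total cytoplasm intensity under 500,000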;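 further: U2OS cells stably carrying GPR55 and arrestin-GFP stimulated by 5 µM LPI near EC80; imaged beta-arrestin-GFP aggregate spots per cell after agonist stimulation; plate controls were LPI-stimulated DMSO wells for no effect and DMSO wells without LPI for full effect; some results filed as inactive read as strong as hits; confirmed hits need IC50 under 10 µM and bright autofluorescent wells are also inconclusive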
# SV40 large T antigen – SV40 large T antigen inhibitors, biochemical (AID 1903); SV40 large T antigen ATPase/helicase inhibition assay; higher % means a stronger effect; inhibition, % at 20 µM, or IC50 in µM where a hit was titrated; 310,000 compounds, 0.39% hits; in the data active means a potency from the dose series; further: strong numbers were not always called active
# Lipid droplet – modulators of hepatic lipid droplet formation | AML12 mouse hepatocytes, oleate lipid droplets, BODIPY imaging | inhibition, % at 6.5 µM | 240,000 compounds, 0.4% hits | AID 1656;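 active means lipid droplet intensity inhibited by at least 50%, with more than 500 cells counted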
#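 System: AML12 hepatocytes (mouse). Probe or stimulus: oleic acid at 100 µM to induce lipid droplet formation. Times: overnight treatment with compound plus oleate. Detection: Image-based BODIPY and DAPI two-channel analysis. Evaluation: percent inhibition of filter-corrected integrated lipid droplet intensity per well.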
# GPR35 arrestin U2OS – GPR35 antagonists blocking zaprinast-driven arrestin recruitment, primary screen, imaging, U2OS, beta-arrestin-GFP, zaprinast agonist (AID 2058). U2OS GPR35 beta-arrestin-GFP translocation imaging, zaprinast antagonism; higher % means a stronger effect. one-dose inhibition, % at 10 µM; IC50 in µM for titrated hits. 290,000 compounds, 0.052% hits;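 active means inhibition of at least 50% with at least 30 cells and total cytoplasm GFP at most 10,000,000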
# MgcRacGAP inhibition – MgcRacGAP GTPase-activating activity inhibitors, confirmation, biochemical, ADP Hunter fluorescence | MgcRacGAP-stimulated Rac1 GTP hydrolysis, ADP Hunter fluorescence; higher % means a stronger effect; GST-tagged Rac1 F28L mutant substrate | inhibition, % at 30 µM; hits with a dose series show IC50 in µM | 340,000 compounds, 0.6% hits;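 active means first-screen hits whose inhibition reached a set limit at any dose in the follow-up dose series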;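 further: fluorescence reports GDP produced by GAP-driven GTP hydrolysis; strong numbers were not always called active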
# NTR1 ag – agonists of NTR1, primary screen, imaging, U2OS cells, beta-arrestin-GFP, high content (AID 493036). P30989. 330,000 compounds, 0.17% hits. activation, % at 20 µM. NTR1-U2OS beta-arrestin-GFP spot imaging, agonist mode;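 active means activation at or above 40% of the spot to cytoplasm intensity ratio, with at least 20 cells analyzed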;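 further: 0% = DMSO without peptide and 100% = 100 nM NTR1 peptide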
# Target sequence (P30989 whole entry, looked up): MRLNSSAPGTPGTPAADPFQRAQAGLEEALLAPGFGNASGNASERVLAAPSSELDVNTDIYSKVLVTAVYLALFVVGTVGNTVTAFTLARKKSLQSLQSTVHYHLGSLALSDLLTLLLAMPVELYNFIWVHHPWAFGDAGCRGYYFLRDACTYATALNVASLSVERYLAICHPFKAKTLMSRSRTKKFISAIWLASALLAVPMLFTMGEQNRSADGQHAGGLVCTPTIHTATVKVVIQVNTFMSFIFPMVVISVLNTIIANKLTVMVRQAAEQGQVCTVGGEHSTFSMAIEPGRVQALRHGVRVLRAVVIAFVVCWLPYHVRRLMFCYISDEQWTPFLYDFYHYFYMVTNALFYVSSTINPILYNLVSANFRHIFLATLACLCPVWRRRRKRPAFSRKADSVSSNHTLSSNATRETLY
# T cell HTS – T cell immune modulators affecting CD8 T cell-vesicle binding | calls only at 7 µM | 330,000 compounds, 0.068% hits | AID 2052 | 2C CD8+ T cell-vesicle binding, flow cytometry; hits give low values;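 active means response, share of CD8 T cells binding vesicles, and their 90th percentile fluorescence all below set limits, cut at about 80% in these data, passing the limit was not always enough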
#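 Incubation: binding step 1.5 h, 37 °C, antibody labelling 20 min, ice; system: murine 2C transgenic CD8+ T lymphocytes; technique: cytometric PE anti-B7-1 and Alexa647 anti-CD8 signals after 1% paraformaldehyde fixation; also added: QL9-charged Drosophila Ld/ICAM-1/B7-1 vesicles; control set: naked versus QL9-loaded vesicles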
# LYP inhibition – PTPN22 lymphoid phosphatase activity blockers – biochemical, fluorescence intensity, uHTS (AID 1779). recombinant LYP phosphatase, fluorescence intensity; higher % means a stronger effect. 290,000 compounds, 0.054% hits. inhibition, % at 11.5 µM, or IC50 in µM where a hit was titrated; in the data active means inhibition above about 50%;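 further: plate controls were vehicle with enzyme for no effect and no enzyme for full effect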
# GPR55 activation – GPR55 agonists via beta-arrestin recruitment, primary screen, imaging, U2OS cells, beta-arrestin-GFP redistribution (AID 1961); U2OS GPR55 beta-arrestin-GFP redistribution imaging; higher % means a stronger effect; activation, % at 10 µM, or EC50 in µM where a hit was titrated; 290,000 compounds, 0.048% hits;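 active means activation above 40% with more than 50 cells counted in the well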;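 further: U2OS osteosarcoma cells stably expressing GPR55 and beta-arrestin-GFP; plate controls were DMSO negative control for no effect and LPI positive control for full effect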
# Lipid droplet cells 6.5 µM – recorded beside Lipid droplet, whose call it bears; cell count; measured here: cell count, cytotoxicity flag;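 cells counted across two imaged fields per well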
# T cell HTS vesicle-bound % – also measured in T cell HTS; calls as there; double positive events, %; measured here: CD8+ vesicle-bound cell fraction;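 binding gate set so that unloaded-vesicle control wells show 10% double positive cells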
# NTR1 ag cell count 20 µM – further read-out of NTR1 ag, marked with its call; cell count; measured here: cell count, cytotoxicity flag
# * = called active by the depositor; i = inactive; . = no result given.
SMILES,GPR55 antagonists,SV40 large T antigen,Lipid droplet,Lipid droplet cells 6.5 µM,GPR35 arrestin U2OS,MgcRacGAP inhibition,NTR1 ag,NTR1 ag cell count 20 µM,T cell HTS,T cell HTS vesicle-bound %,LYP inhibition,GPR55 activation
[N-]=[N+]=NC[C@H](c1ccccc1)N1CCN(Cc2ccccc2)CCC1=O,9.8%,12.0%,.,.,-0.6%,4.3%,5.3,97,i,19.3,0.9%,1.0%
CCC(C)(NC=O)C(=O)Nc1c(C)cccc1C (centres undefined),2.1%,4.9%,-8.2,645,0.4%,-3.3%,0.5,58,i,7.8,-1.6%,0.6%
CCn1c(CNC(=O)c2ccco2)nnc1SCC(=O)c1ccc(OC)cc1,11.9%,22.9%,-5.4,653,14.2%,-2.4%,1.1,92,i,57.1,-10.8%,-0.1%
O=S(=O)(c1cccs1)N1CN(C2CCCCC2)c2nc3ccccc3nc21,1.3%,14.5%,-3.2,697,-10.2%,11.7%,5.8,53,i,38.5,9.9%,0.2%
CC(C)c1csc(CN2CCC(N3CCC(C(=O)N4CCOCC4)CC3)CC2)n1,-3.2%,14.3%,3.2,740,18.2%,11.8%,-0.4,48,i,23.0,-5.8%,0.2%
O=C(CN1CC[n+]2c(-c3cccs3)csc21)c1ccc(-c2ccccc2)cc1,0.7%,16.1%,-5.6,536,-6.9%,11.1%,4.8,64,i,48.5,1.2%,-0.1%
COc1ccc(C)cc1NC(=O)Nc1ccc(Br)cn1,3.5%,-1.3%,-3.2,668,0.3%,0.4%,0.0,88,i,26.4,-7.4%,0.2%
Cc1ccc(S(=O)(=O)c2ccc(Oc3ccccc3)cc2)cc1,10.5%,17.9%,.,.,7.5%,2.1%,-1.1,75,i,57.8,3.5%,-0.1%
Fc1ccccc1-c1csc(-c2cccnc2)n1,3.9%,6.9%,6.8,782,20.5%,-4.8%,0.3,52,i,45.1,-11.6%,-0.2%
N#Cc1nc(COc2ccccc2)oc1N1CCCCC1,23.2%,2.3%,.,.,0.8%,2.7%,-3.6,47,i,50.8,-6.0%,-0.1%
CC(NC(=O)C(NC(=O)C(Cc1c[nH]c2ccccc12)NC(=O)OC(C)(C)C)C(C)C)C(N)=O (centres undefined),15.6%,-0.9%,-3.9,692,5.7%,2.2%,-0.7,49,i,47.0,-5.9%,0.4%
O=C(Nc1nccs1)c1ccc(S(=O)(=O)N2CCOCC2)cc1,-0.8%,10.7%,-0.2,710,19.6%,10.0%,0.0,41,i,33.8,-3.1%,0.3%
COc1cccc(CNC(=O)c2cccc(Br)c2)c1,3.6%,-5.1%,2.9,700,-6.9%,3.6%,-0.5,45,i,8.6,-0.7%,0.3%
Cc1ccc(Oc2ccc(S(=O)(=O)NCC(C)(C)N3CCOCC3)cc2)cc1,14.5%,12.4%,0.5,717,2.9%,5.3%,-0.3,49,i,28.6,-7.6%,-0.2%
OCCNc1nc(NCCC2=CCCCC2)nc(N2CCOCC2)n1,19.6%,-0.6%,.,.,-5.7%,-12.9%,-1.3,49,i,37.4,-0.9%,0.2%
CC1=C(C(=O)OCC2CCCO2)C(c2ccncc2)C2=C(CC(C)(C)CC2=O)N1 (centres undefined),9.2%,11.4%,13.0,780,6.3%,6.7%,0.4,66,i,29.7,-0.9%,0.2%
O=C(Nc1ccc(S(=O)(=O)NCC2CCCO2)cc1)c1cnccn1 (centres undefined),17.4%,5.4%,-5.4,650,8.2%,-0.5%,1.6,16,i,39.5,-5.2%,-0.1%
O=C(Cc1cccs1)NCc1ccc(Cl)cc1,-4.1%,10.2%,-2.6,787,-3.1%,9.4%,-0.1,57,i,62.8,-10.2%,-0.2%
Cc1noc(C)c1CSCC(=O)Nc1cc(S(C)(=O)=O)ccc1Cl,.,28.1%,.,.,.,6.7%,1.5,59,i,40.9,.,.
CNC(=O)Cn1nc(-c2ccc(C)cc2)c2ccccc2c1=O,-2.7%,16.5%,17.6,809,7.3%,7.0%,0.1,61,i,27.0,-7.9%,-0.1%
COc1ccc(-c2ccc(NCCN3CCOCC3)nn2)cc1OC,1.4%,10.3%,5.7,815,-1.9%,12.3%,0.2,53,i,56.1,-3.8%,0.5%
COc1cccc(NC(=O)CCN2C(=O)c3ccc([N+](=O)[O-])cc3C2=O)c1,10.3%,-16.9%,-9.6,728,12.6%,-9.9%,-1.4,93,i,52.6,-4.2%,-0.2%
CCOc1ccc(Oc2ccc(NC(=O)[C@@H](NC(N)=O)[C@@H](C)CC)cc2)cc1,-3.9%,12.9%,23.2,663,10.5%,9.8%,-0.3,61,i,51.7,-8.1%,0.0%
O=C(c1cccc(S(=O)(=O)N2CCOCC2)c1)N1CCOCC1,-5.2%,7.9%,.,.,-15.0%,3.4%,-1.6,110,i,35.3,-6.6%,0.1%
C#CCN1C(=O)S/C(=C/C=C/c2ccc(N(C)C)cc2)C1=O,4.1%,9.6%,35.6,606,.,10.3%,.,.,i,46.2,4.4%,-0.3%
# Going on with the list:
SMILES,GPR55 antagonists,SV40 large T antigen,Lipid droplet,Lipid droplet cells 6.5 µM,GPR35 arrestin U2OS,MgcRacGAP inhibition,NTR1 ag,NTR1 ag cell count 20 µM,T cell HTS,T cell HTS vesicle-bound %,LYP inhibition,GPR55 activation
O=C(Nc1cccc(Cl)c1)c1cncn1-c1ccc(F)cc1,-14.0%,-23.3%,-15.0,749,3.2%,2.6%,1.8,48,i,17.2,-9.4%,-0.2%
COC(=O)c1cc2c(C)cc3ccc(C)cn3c-2c1C(=O)OC,-5.0%,13.2%,1.3,691,-0.1%,9.3%,-1.4,42,i,36.3,-6.7%,-0.2%
CCCCn1c(N)c(N(Cc2ccccc2OC)C(=O)c2ccc([N+](=O)[O-])s2)c(=O)[nH]c1=O,.,13.5%,.,.,.,3.6%,0.8,53,i,40.0,.,.
CC(C(=O)NCCS(=O)(=O)c1ccc(Cl)cc1)S(=O)(=O)c1ccc(Cl)cc1 (centres undefined),7.0%,8.7%,-4.4,701,-4.2%,4.9%,-0.2,67,i,28.3,2.1%,-0.6%
Cc1cc(NS(=O)(=O)c2ccc(C3CCCCC3)cc2)no1,-9.3%,2.7%,6.3,768,-8.5%,3.6%,0.7,50,i,15.5,-2.5%,-0.1%
CC(C)CCOc1ccc(C(=O)NCC(c2cccs2)N2CCOCC2)cc1 (centres undefined),.,12.4%,.,.,.,4.6%,0.8,58,i,26.6,.,.
Cn1c(Cc2cccs2)nnc1SCC(=O)N1CCc2ccccc21,7.3%,-2.5%,-3.6,780,6.9%,5.4%,-0.6,91,i,17.2,3.7%,0.0%
CC(=O)c1ccc(-c2nc3c4ccccc4ccn3c2C(C)=O)o1,8.0%,-5.7%,.,.,0.7%,9.8%,1.6,54,i,51.0,-8.2%,-0.3%
C[n+]1nc(Nc2cccc(F)c2)sc1-c1ccc(C(=O)O)cc1,3.2%,.,3.1,711,-8.0%,.,.,.,.,.,0.5%,-0.1%
COc1cccc2cc(C(=O)N3CCN(c4ccccc4F)CC3)c(=O)oc12,3.0%,-0.2%,-23.8,826,17.6%,4.8%,-2.5,96,i,14.7,-3.2%,-0.1%
CCOCCCNC(=O)c1cn(CC)c2ccc(S(=O)(=O)N3CCC(C)CC3)cc2c1=O,4.5%,14.3%,-6.6,723,-0.8%,1.3%,-0.6,68,i,45.4,-6.0%,0.3%
Cc1sc(NC(=O)CSc2nc(N)cc(N)n2)c(C#N)c1C,4.3%,8.7%,2.5,614,0.5%,15.8%,3.5,57,i,59.7,0.0%,0.0%
CN1CCc2c(sc(/N=C/c3ccco3)c2C(N)=O)C1,12.7%,7.8%,.,.,-12.5%,7.5%,-0.6,84,i,26.4,-6.5%,-0.2%
CC(=O)Nc1ccc(NC(=O)C(C)OC(=O)c2cccc(S(=O)(=O)N3CCCCC3)c2)cc1 (centres undefined),-4.4%,7.2%,15.5,733,10.0%,6.6%,-0.6,54,i,57.3,-8.1%,-0.1%
O=C(O)c1ccccc1C(=O)Nc1ccc(Nc2ccc([N+](=O)[O-])cc2[N+](=O)[O-])cc1,11.0%,12.2%,0.8,837,-10.9%,15.6%,-0.6,51,i,15.5,-1.1%,-0.1%
COC(=O)c1ccccc1-c1ccc(/C=N/Nc2nc(N3CCCC3)nc(N3CCCC3)n2)o1,18.0%,6.2%,1.9,703,-2.7%,-8.7%,36.5,55,i,26.8,-2.3%,-0.2%
Cc1cccc(OCCn2c(=O)oc3ccc(C)cc32)c1,24.5%,21.4%,-0.1,749,-0.4%,2.3%,0.8,60,i,8.7,-8.1%,-0.1%
CCCN1C(=O)C(NS(=O)(=O)c2ccc(N)cc2)(C(F)(F)F)C(C(=O)OC)=C1C (centres undefined),2.2%,0.2%,3.6,706,0.4%,10.8%,-0.6,57,i,21.1,-5.4%,0.2%
COc1cccc(/C(O)=C/c2nc3ccc(C(=O)NCCc4cccc(C)c4)cc3[nH]c2=O)c1,13.9%,15.9%,4.2,555,-4.5%,2.2%,2.1,53,i,41.4,-2.7%,0.7%
O=C(CSCc1cc(=O)n2nc(C3CC3)sc2n1)Nc1ccc(F)cc1,5.5%,2.5%,2.4,707,24.0%,8.4%,-0.2,73,i,24.9,-7.7%,0.0%
Cc1cc(C)n(CC(=O)N2CCCC(N3CCN(c4ccc(F)cc4)CC3)C2)n1 (centres undefined),3.1%,2.6%,27.6,692,-14.1%,3.8%,0.4,58,i,64.2,-8.3%,-0.1%
COc1cccc(C(=O)NCCSc2ccc(C)cc2)c1,14.9%,17.8%,-22.1,677,6.1%,2.5%,0.7,55,i,21.6,-7.2%,-0.1%
Cc1cc(C)n(CCN(C)c2nc3nonc3nc2N2CCCCC2)n1,-1.4%,12.6%,6.5,795,-18.1%,11.1%,-0.7,69,i,25.1,1.2%,0.3%
